# D3 ag: activates the human D3 dopamine receptor; P35462; D3R DiscoveRx beta-arrestin cells, luminescence, 90 min; max activation, %; actives 0.58% (n = 410,000); in the data active means max activation above about 30%; further: 0% is about no effect; mostly tested at two doses, the higher about 12 µM
#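 Agonist mode: compounds and dopamine controls were applied to plated cells for 90 min at 37 degrees C after an overnight attachment at 1500 cells/well. Luminescent read-out followed 30 - 60 minutes at room temperature with DiscoveRx detection reagent.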
# TDP-43 yeast inh: inhibitors of TDP-43 toxicity in yeast; TDP-43 expressing yeast growth rescue, BacTiter-Glo, 24 h; Potency, µM (series often up to 46.1 µM), for inactives: at the highest dose growth rescue (activation), usual class: activators; actives 1.8% (n = 410,000); AID 652104; further: potency means the concentration at half of the fitted maximal effect; % of control where 0% means no effect; nearly all actives have a fitted effect of over 50% in size
#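 Readout is BacTiter-Glo luminescence of cell growth, so inhibitors register as activators. TDP-43-expressing yeast at OD600=0.02 in galactose medium, after raffinose pregrowth to mid-log, were incubated with compound for 24 hr at 30 deg C.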
# EPAC2 antag: blocks human EPAC2 exchange factor. EPAC2 GEF exchange of Rap1B-BODIPY-GDP, fluorescence. Potency, µM (highest dose often 114 µM), for inactives: top-dose activity, negative = inhibition, usual class: inhibitors. actives 0.18% (n = 360,000); further: potency means the concentration at half of the fitted maximal effect; on the % scale 0 is the no-effect control and ±100 the full control effect; nearly all actives have a fitted effect of over 45% in size; many of its hits are not listed in these tables
# Target sequence (Q8WZA2 whole entry, looked up): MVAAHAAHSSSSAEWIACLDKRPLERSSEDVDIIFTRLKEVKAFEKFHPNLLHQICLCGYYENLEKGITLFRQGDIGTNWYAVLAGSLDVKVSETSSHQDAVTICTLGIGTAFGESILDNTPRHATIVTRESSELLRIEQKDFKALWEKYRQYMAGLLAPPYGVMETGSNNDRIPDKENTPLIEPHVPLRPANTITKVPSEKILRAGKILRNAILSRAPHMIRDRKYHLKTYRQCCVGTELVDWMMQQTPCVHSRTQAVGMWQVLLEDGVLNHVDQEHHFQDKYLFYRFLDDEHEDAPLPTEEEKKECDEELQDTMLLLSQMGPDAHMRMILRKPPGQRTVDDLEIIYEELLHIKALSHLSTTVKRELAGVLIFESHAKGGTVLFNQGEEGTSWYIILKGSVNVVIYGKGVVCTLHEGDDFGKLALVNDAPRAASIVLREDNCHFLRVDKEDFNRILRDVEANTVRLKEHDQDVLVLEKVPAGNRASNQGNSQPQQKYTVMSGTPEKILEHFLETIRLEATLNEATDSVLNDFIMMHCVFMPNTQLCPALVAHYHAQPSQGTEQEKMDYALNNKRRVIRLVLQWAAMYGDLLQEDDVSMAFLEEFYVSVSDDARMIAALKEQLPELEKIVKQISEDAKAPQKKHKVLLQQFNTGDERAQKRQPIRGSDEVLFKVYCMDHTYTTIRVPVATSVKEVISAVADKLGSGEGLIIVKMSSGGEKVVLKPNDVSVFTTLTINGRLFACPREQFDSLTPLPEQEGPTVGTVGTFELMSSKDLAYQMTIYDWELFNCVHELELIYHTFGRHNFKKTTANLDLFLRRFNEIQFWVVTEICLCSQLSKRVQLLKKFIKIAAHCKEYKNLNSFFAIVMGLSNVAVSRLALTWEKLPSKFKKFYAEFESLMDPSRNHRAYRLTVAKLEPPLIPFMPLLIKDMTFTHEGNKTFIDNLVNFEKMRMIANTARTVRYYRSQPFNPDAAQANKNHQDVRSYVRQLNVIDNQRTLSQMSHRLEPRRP
# Abeta yeast res: A-beta toxicity reversal in yeast | AID 1347071 | yeast expressing A-beta42, growth rescue, OD600, 48 h; response scale: 0% DMSO, 100% iron-clioquinol control | Potency, µM (series often up to 46.1 µM), for inactives: at the top dose growth rescue, actives largely listed as activators | actives 0.063% (n = 410,000); further: potency means the concentration at half of the fitted maximal effect; nearly all actives have a fitted effect of over 55% in size
#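 Yeast A-beta toxicity model in growth medium with pinned compounds, 48 h at 30 C; growth read as absorbance at 600 nm. Normalized to FeCl3/clioquinol equimolar mix (positive) and DMSO (negative).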
# aSyn rescue: inhibitors of alpha-synuclein toxicity in yeast | actives 0.14% (n = 370,000) | Yeast expressing alpha-synuclein, growth rescue, BacTiter-Glo, 24 h | Potency, µM (highest dose often 46.1 µM), without a hit: top-dose growth rescue (activation), usual class: activators; further: potency means the concentration at half of the fitted maximal effect; % of control where 0% means no effect; nearly all actives have a fitted effect of over 65% in size
#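 Rescue of yeast growth: cells expressing toxic alpha-synuclein, induced in galactose at OD600 0.02, incubated with compound 24 h at 30 C. ATP luminescence quantified growth; inhibitors of toxicity appear as activators.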
# EPAC2 ag: activates human EPAC2 exchange factor. Q8WZA2. EPAC2 activation, biochemical qHTS; response scale: 100% = 6.5 mM cAMP response. Potency, µM (highest dose often 154 µM), inactives show top-dose activation, most hits filed as activators. actives 0.079% (n = 360,000). AID 720711; further: potency means the concentration at half of the fitted maximal effect; nearly all actives have a fitted effect of over 50% in size
#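 Fluorescence exchange assay: 100 nM EPAC2 with 250 nM RAP1B-BODIPY-GDP and 50 uM GDP; compounds tested as a concentration-titration series (qHTS). Loss of Rap1-bound BODIPY-GDP fluorescence read at 480/540 nm; data normalized to 6.5 mM cAMP.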
# FUS yeast rescue: suppressors of FUS proteinopathy in yeast. Potency, µM (top dose mostly 76.6 µM), inactives show at the highest dose growth rescue (activation), hits mostly activators. actives 0.24% (n = 390,000). AID 1347120. S. cerevisiae FUS-expressing, growth rescue, OD600, 24 h;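 further: potency means the concentration at half of the fitted maximal effect; plate controls were DMSO vehicle for no effect and reference control for full effect; nearly all actives have a fitted effect of over 55% in size; some results filed as inactive show a strong effect at the top dose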
#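 Steps: raffinose overnight preculture; dilution to OD 0.005 in 2% galactose minimal medium; compound addition (concentration series); 24hr at 30C, 99% humidity; absorbance read at 600 nm.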
# D3 antag: antagonists of human D3 dopamine receptor. P35462. D3R cells, DiscoveRx beta-arrestin luminescence, antagonist mode; active compounds read low. max response, negative = inhibition, %. actives 2.5% (n = 360,000). AID 652054; in the data active means max response below about -50%; inconclusive means no clear call, values can overlap the other calls; further: on the % scale 0 is the no-effect control and ±100 the full control effect; mostly tested at two doses, the higher about 12 µM
#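 Cells expressing the human receptor were seeded at 1500 cells/well, incubated overnight at 37 degrees C in 5% CO2, then exposed to library compounds with dopamine controls for 90 minutes at 37 degrees C before luminescent detection.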
# * = called active by the depositor; ? = inconclusive; . = no result given; [ ] = another dose, or the depositor's remark. Unless noted, the call rests on the fitted dose curve; in most records, active means well fitted curve in the direction sought with a large enough effect; inconclusive means small, poorly fitted or top-dose-only effect, or another doubt; inactive means no such curve, though single readings can be large; an effect the other way counts as inactive or inconclusive. The list is partial; count on the stated rates, not on these rows.
no.	Structure	EPAC2 antag	aSyn rescue	Abeta yeast res	TDP-43 yeast inh	D3 antag	EPAC2 ag	D3 ag	FUS yeast rescue
1	O=C(CN(Cc1ccc(Cl)cc1)C(=O)c1csnn1)NCc1ccc(F)cc1	1%	9%	-5%	1%	-10	9%	9	12%
2	CCC(=O)c1ccc2c(c1)OCCO2	1%	3%	-8%	10%	6	2%	-6	-17%
3	Cc1ccc2cc(CN(C(=O)C3CCCO3)C3CCCCC3)c(=O)[nH]c2c1 (stereo unspecified)	2%	6%	15%	14%	44	9%	7	17%
4	O=C(NNC(=S)Nc1ccc(Cl)cc1Cl)c1cccnc1	-11%	-11%	14%	30%	-4	-2%	-9	-12%
5	O=C(NCCCN1CCCC1)c1ccc2c(c1)N(Cc1ccccc1F)C(=O)c1ccccc1S2=O (stereo unspecified)	1%	2%	4%	-13%	-25	1%	-17	?
6	CC1(c2ccc3c(c2)OCCO3)NC(=O)N(CC(=O)Nc2ccccc2)C1=O (stereo unspecified)	0%	3%	-2%	9%	-12	3%	4	-14%
7	Oc1ccc(/C=N/Nc2nn3cnnc3c3ccccc23)cc1	2%	0%	17%	15%	1	-2%	2	12%
8	CC(Oc1cccc2c1OC(C)(C)C2)C(=O)O (stereo unspecified)	24%	-34%	-3%	-29%	-8	4%	-5	-10%
9	CCN1CCc2nc(NC(=O)c3ccc(S(=O)(=O)N(C)C)cc3)sc2C1	8%	1%	2%	1%[9.22 µM]	7	-2%	2	0%
10	O=C(c1ccc2c(c1)OCO2)N1CCN(c2ccc(F)cc2)CC1	-6%	-1%	3%	22%	-11	11%	-7	13%
11	O=[N+]([O-])c1cn(Cc2ccccc2)cn1	8%	10%	4%	9%	3	2%	1	.
12	COc1ccc(N(CC(=O)NCc2ccncc2)S(=O)(=O)c2ccccc2[N+](=O)[O-])c(OC)c1	1%	5%	-1%	-2%[0.397 µM]	12	4%	0	18%
13	CCc1cc2ccc(C)cc2nc1SCC(=O)Nc1c[nH]c(=O)[nH]c1=O	2%	-5%	-10%	-10%	-15	6%	-2	-22%
14	O=C(Nc1nccs1)C1CC=CCC1 (stereo unspecified)	0%	-2%	2%	17%	10	7%	1	-5%
15	CCC(=O)Nc1ccc(NC(=O)c2cccc3c(Br)cccc23)cc1	1%	0%	-5%	19%	-4	1%	-1	-26%
16	COC(=O)Cn1c(=NC(=O)c2ccc(S(=O)(=O)N3CCOCC3)cc2)sc2cc(S(N)(=O)=O)ccc21	3%	6%	11%	11%	-26	1%	-4	.
17	Cc1c(C(=O)N2CCCC2)c(S(=O)(=O)NCC(C)c2ccccc2)c(C)n1C (stereo unspecified)	1%	-2%	8%	-1%	-7	6%	-5	-15%
18	O=C(NCc1cccs1)C1C(=O)Nc2ccccc2C(=O)N1C1CCCC1 (stereo unspecified)	8%	2%	-6%	7%	-5	11%	-5	9%
19	Cc1cc(SCc2cccc(C(F)(F)F)c2)nc(=O)[nH]1	-6%	2%	.	24%	27	-9%	0	4%
20	Cc1cccc(Nc2nc(N)nc(CN3CCN(c4ccccc4F)CC3)n2)c1	-11%	2%	19%	1%	-53*	8%	1	32%
21	COc1ccc(NC(=S)Nc2ccc3nc(C)c(C)nc3c2)cc1	13%	-9%	-10%	23%	-14	5%	6	37%
22	O=C1NC[C@H](CCCCN2C[C@H](Cc3ccccc3)N(Cc3ccccc3)C(=O)C2=O)N(CCc2ccccc2)C1=O	7%	-4%	0%	-8%	0	9%	-7	8%
23	COc1cc(/C=C2\Oc3cc(O)ccc3C2=O)ccc1O	11%	-5%	-9%	-9%	0	22%	-4	-21%
24	O=C(/C=C/c1ccc(S(=O)(=O)N2CCOCC2)cc1)OCC(=O)c1ccc([N+](=O)[O-])cc1	19%	0%	-1%	-9%	4	14%	1	-9%
25	CCOc1ccccc1NS(=O)(=O)c1cc2c3c(c1)C(C)C(=O)N3CCC2 (stereo unspecified)	1%	6%	-5%	9%	-5	4%	-2	16%
26	Cn1c(SCC(=O)c2ccc3c(c2)Cc2ccccc2-3)nnc1-c1ccccc1	-6%	1%	6%	-8%	5	-12%	3	8%
27	CCOc1ccc(N2CC(C(=O)Nc3ccc(S(=O)(=O)N4CCOCC4)cc3)CC2=O)cc1 (stereo unspecified)	-5%	5%	-2%	18%	-12	-2%	3	23%
28	CCOc1ccc(CNC(=O)c2ccc3nc(C(C)C)oc3c2)cc1	.	.	-23%	2%	.	.	-5	23%
29	CCOc1ccc(C2CC(c3ccccc3C)n3ncnc3N2)cc1 (stereo unspecified)	-5%	0%	?	-27%	0	5%	4	?
30	COCCNC(=S)N/N=C(\C)c1ccc2cc(OC)ccc2c1	4%	-9%	-4%	7%	13	0%	0	17%
31	O=C(C[C@H]1C[C@H](C(=O)N2CCOCC2)[C@@]2(CCC3CCCC3)c3[nH]c4ccc(Cl)cc4c3CCN2C1=O)NCCc1ccccn1	5%	4%	4%	11%	-5	1%	7	-16%
32	COc1cc(OC)cc(C2=Cc3ccc(OC)cc3C(CC(C)=O)N2c2ccc(C#CC3(N)CCCCC3)cc2)c1 (stereo unspecified)	-10%	-20%	16%	18%	8	10%	4	?
33	COc1ccccc1-n1cc(C(=O)NCC(=O)NCc2ccc(F)cc2)c2ccccc2c1=O	7%	-7%	-1%	-19%	-19	1%	-7	14%
34	CCCCN1CC(=O)N2[C@H]3c4cc(Br)ccc4OC[C@@H]3[C@H](C(=O)OCC)[C@]2(C)C1=O	-8%	4%	8%	3%	-9	0%	-11	17%
35	CC(=O)c1cccc(NC(=O)CSc2nnc(-c3cccnc3)o2)c1	18%	3%	-10%	2%	-12	6%	7	13%
36	CC(=O)N1CCN(C(=O)C2CCN(S(=O)(=O)c3ccccc3C(F)(F)F)CC2)CC1	8%	-7%	19%	-10%	2	12%	7	-2%
37	CN1Cc2cccc3c2C(Cc2ccccc2S3)C1 (stereo unspecified)	5%	-1%	0%	2%	-64*	13%	-9	.
38	O=C(NCC(=O)N(CCc1ccccc1)C(C(=O)NC1CCCCC1)c1ccncc1)c1ccco1 (stereo unspecified)	7%	-1%	13%	-14%	11	-6%	2	34%
39	COC(=O)c1c(-c2ccc(OC)c(OC)c2)csc1N	10%	3%	-22%	-2%	-15	2%	-1	53%
40	Cc1cccc(-n2nnc(C(=O)NC3CCCc4ccccc43)c2N)c1 (stereo unspecified)	-2%	0%	22%	16µM*	1	2%	2	9%
41	COc1cc(OC)c(NC(=O)CCc2c(C)nc3c4c(C)cc(C)nc4nn3c2C)cc1Cl	.	.	2%	7%	.	.	-6	-17%
42	Cn1ccc2c(-c3ccc(C(C)(C)C)cc3)cc3c(c21)C1CCC3C1 (stereo unspecified)	11%	-6%	-8%	12%	22	5%	5	-4%
43	CCCS(=O)(=O)c1cnc(C2COc3ccccc3O2)nc1N (stereo unspecified)	-12%	-1%	-9%	13%	27	-1%	3	-24%
44	COc1ccc(CCNc2nc(SCc3ccc(Cl)cc3)nc3ccccc23)cc1OC	.	.	-5%	3%	.	.	2	5%
45	O=C(NCC1CCCO1)C1CCN(C2CCN(C3CCCCCC3)CC2)CC1 (stereo unspecified)	14%	4%	10%	-13%[0.397 µM]	0	0%	-6	34%
46	CC(CCc1ccccc1)NC(=O)c1ccc2nc(N3CCOCC3)sc2c1 (stereo unspecified)	-7%	-5%	-10%	4%	17	-10%	4	16%
47	Cc1ccccc1C(=O)NC(=S)NCCc1ccccc1	-9%	-26%	4%	?	6	3%	1	.
48	COc1ccc(CNC2CCCC2)c(OC)c1OC	-3%	0%	-8%	-2%	6	-1%	1	4%
49	COc1ccc(OC2OC3COC(C)(C)OC3C(O)C2NC(C)=O)cc1 (stereo unspecified)	-4%	5%	8%[9.22 µM]	13%	10	8%	6	-51%[inhibitor]
50	CCN(CC)CCN(Cc1cc2cc3c(cc2[nH]c1=O)OCO3)C(=S)NC	-4%	-5%	2%	-17%	-3	6%	-11	13%
51	O=C(CSc1nc(O)cc(=O)n1-c1ccc(Cl)c(Cl)c1)Nc1ccc(Cl)cc1Cl	9%	0%	1%	-15%	13	-2%	13	.
52	O=C(COC(=O)c1ccc(S(=O)(=O)NCc2ccco2)cc1)NCc1ccccc1	1%	-5%	-7%	-14%	0	10%	-1	25%
53	Cc1cc(C(=O)c2ccccc2)nc2ccccc12	9%	-7%	-9%	17%	?	13%	5	14%
54	O/C=c1\ccc2cccc3nc(C(F)(F)F)nc1c23	82%[activator]	22%	-24%	-9%	35	?	8	37%
55	CC(C)(CN1CCC(Cc2ccccc2)CC1)NS(=O)(=O)c1ccccc1	0%	3%	4%	5%	-23	26%	-20	-2%
56	NC(=O)NNC(=S)Nc1cccc2ccccc12	3%	-3%	6%	-2%	-28	3%	-9	1%
57	COC(=O)c1ccccc1NC(=O)CSc1nnnn1C1CCCCC1	-28%	0%	-16%	?	22	8%	-5	30%
58	Cc1ccc(NC(=O)c2cc(S(=O)(=O)N3CCOCC3)cn2C)c(C)c1	7%	10%	1%	5%	4	16%	-6	-3%
59	C[C@@H]1CN([C@@H](C)CO)C(=O)c2cccc(NC(=O)C3CCCCC3)c2O[C@@H]1CN(C)Cc1ccc(Cl)c(Cl)c1	-22%	4%	13%	12%	16	-7%	-26	10%
60	CCOc1ccc(NC(=O)CCS(=O)(=O)c2ccc3nc(C)sc3c2)cc1	.	.	-11%	-14%	.	.	-17	-17%

# Assay outcomes: PubChem BioAssay, National Center for Advancing Translational Sciences (NCATS)
